Compound activity as filed in PubChem BioAssay.
Wee1 degr inh: Wee1 degradation inhibitors, primary screen, cell-based, HeLa, Wee1K328M-luciferase, luminescence | 1.2% of 220,000 active | reporter increase, % at 5 µM | HeLa Luc-Wee1K328M stability; 100% = proteasome inhibitor MG132 effect | Wee1-like protein kinase (Homo sapiens), P30291;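 active means activation above the mean of all tested compounds plus 3 SD, set per screening run, cut at about 8.8% in these data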;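 further: cells exposed to compound for 20 h before luminescence read; 0% = DMSO alone and 100% = MG132 at 30 µM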
Target sequence (P30291 whole entry K328M): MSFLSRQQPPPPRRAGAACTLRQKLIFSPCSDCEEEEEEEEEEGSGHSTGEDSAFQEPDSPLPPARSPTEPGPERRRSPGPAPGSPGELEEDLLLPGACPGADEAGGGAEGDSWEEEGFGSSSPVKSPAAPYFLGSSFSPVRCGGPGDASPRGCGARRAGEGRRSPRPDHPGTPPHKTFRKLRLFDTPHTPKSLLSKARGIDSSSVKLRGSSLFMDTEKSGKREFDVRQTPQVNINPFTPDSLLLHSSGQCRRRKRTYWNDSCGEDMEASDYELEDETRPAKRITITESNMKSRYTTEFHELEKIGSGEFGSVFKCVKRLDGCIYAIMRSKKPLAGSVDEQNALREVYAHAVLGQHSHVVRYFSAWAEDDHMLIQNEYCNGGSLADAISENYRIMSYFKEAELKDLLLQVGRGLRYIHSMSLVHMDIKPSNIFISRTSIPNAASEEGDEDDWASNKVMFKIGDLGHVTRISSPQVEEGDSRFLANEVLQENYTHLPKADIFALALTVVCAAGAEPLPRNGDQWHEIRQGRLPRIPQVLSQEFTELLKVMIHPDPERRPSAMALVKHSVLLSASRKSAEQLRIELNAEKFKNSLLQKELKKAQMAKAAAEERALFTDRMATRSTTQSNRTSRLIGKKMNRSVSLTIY
PPC-1+TRAIL kill: compounds killing PPC-1 cancer cells with TRAIL present, primary screen, TRAIL potentiator project, ATPLite luminescence, uHTS; PPC-1 cells + TRAIL, ATPLite viability luminescence; cell killing (% activity), % at 4 µM; 0.41% of 220,000 active;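 active means cell killing above 50% in the first pass at 4 µM, then a duplicate retest at 5 µM averaging 50% or more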;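 further: plate controls were cells with TRAIL plus DMSO for no effect and medium-only wells lacking cells for full effect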
FXIIa inh: human FXIIa protease inhibitors, primary screen, biochemical, 1536-well; 0.3% of 220,000 active; purified FXIIa, Boc-QGR-AMC fluorogenic substrate, 2 h; Coagulation factor XII (Homo sapiens), P00748; inhibition, % at 5 µM; AID 800, 2007; in the data active means inhibition above about 40%;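 further: 0% = enzyme with no compound and 100% = blank without enzyme; many of its hits are not listed in these tables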
TbHK1 inh: Trypanosoma brucei hexokinase 1 inhibitors, primary screen, biochemical, G6PDH-coupled NADH absorbance, MLSCN library; hexokinase 1 [Trypanosoma brucei]; recombinant TbHK1, G6PDH-coupled NADH A340; inhibition, % at 10 µM; 0.11% of 220,000 active; AID 1430, 2008;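 active means inhibition of 50% or more in the single-dose primary screen; inactive means inhibition below 50%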
FXIa inh 1536: human FXIa protease inhibitors, primary screen, biochemical, 1536-well; purified FXIa, Boc-Glu-Ala-Arg-AMC fluorogenic substrate; 0.14% of 220,000 active; inhibition, % at 5 µM; Coagulation factor XI (Homo sapiens), P03951;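 active means inhibition of at least 40%; inactive means inhibition below 40%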;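 further: fluorescence of freed AMC excited at 355 nm; 0% = enzyme without compound and 100% = no enzyme blank; many of its hits are not listed in these tables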
EP2 antag: human EP2 receptor antagonists, primary screen, TR-FRET cAMP, C6 glioma cells. 0.52% of 260,000 active. AID 1422, 2008. Prostaglandin E2 receptor EP2 subtype (Homo sapiens), P43116. C6 glioma cells expressing human EP2; cells stimulated with saturating PGE2. inhibition, % at 25 µM;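 active means percent inhibition above 40 after rounding to a whole number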;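 further: rat C6 glioma host cells with rolipram phosphodiesterase inhibitor present; the protocol text gives 20 µM as final concentration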
Target sequence (P43116 whole entry, looked up): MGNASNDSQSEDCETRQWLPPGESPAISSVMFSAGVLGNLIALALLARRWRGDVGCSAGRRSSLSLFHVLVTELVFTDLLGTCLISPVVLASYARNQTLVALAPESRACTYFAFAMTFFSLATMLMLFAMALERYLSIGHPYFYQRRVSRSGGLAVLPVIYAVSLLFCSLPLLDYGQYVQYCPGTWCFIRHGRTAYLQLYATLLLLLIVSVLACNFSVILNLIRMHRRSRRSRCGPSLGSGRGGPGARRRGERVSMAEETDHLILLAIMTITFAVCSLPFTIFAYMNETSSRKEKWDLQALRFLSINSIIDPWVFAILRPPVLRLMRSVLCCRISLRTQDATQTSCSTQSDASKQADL
L929 necroptosis: inhibitors of zVAD-triggered necroptosis, primary screen, L929 cells. L929 zVAD necroptosis rescue, ATP luminescence, 24 h; with zVAD 60 µM. viability rescue, % at 10 µM. 0.38% of 220,000 active;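 active means activation, scaled between plate controls, above about 75%, limit read from the data; inactive means activation under that limit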;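 further: 0% = zVAD with DMSO and 100% = DMSO alone without zVAD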
CHOP inh: inhibitors of CHOP promoter induction, primary screen, cell-based, unfolded protein response, luciferase reporter | CHO-K1 CHOP-promoter luciferase, tunicamycin-induced, 15-18 h | inhibition, % at 10 µM | 3.8% of 220,000 active | AID 2732, 2010;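 active means compounds that reduced the stress-induced luciferase reporter signal by more than about 70% of percent inhibition, limit read from the data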;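 further: 0% = tunicamycin plus vehicle and 100% = wells without tunicamycin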
TNF death inh: inhibitors of TNF-alpha triggered necroptosis, primary screen, cell-based, Jurkat FADD-/-, single concentration; Jurkat FADD-/- TNF necroptosis rescue, ATP luminescence, 24 h; 0 = TNF only, 100 = no-TNF cells; activation (protection from cell death), % at 10 µM; 0.068% of 220,000 active; AID 463075, 2010;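 active means activation, meaning protection from cell death, of at least 50% relative to plate controls; inactive means activation below 50%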;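 further: necroptosis triggered by 40 ng/mL TNF-alpha added together with compound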
Starred values were filed as active, the others as inactive; x = not tested or not shown; & = joins results of further samples. Only part of the results is shown (hit frequency here may not be typical).

SMILES	Wee1 degr inh	PPC-1+TRAIL kill	FXIIa inh	TbHK1 inh	FXIa inh 1536	EP2 antag	L929 necroptosis	CHOP inh	TNF death inh
COc1ccc(N2CS(=O)(=O)/C(=C/N(C)C)C2=O)cc1	0.0	14.9	5.6	0.5	-3.1	14.2	0.8	-4.8	-1.2
CCOC(=O)N1CCC(NC(=O)CCCC(=O)O)CC1	-2.1	-9.2	4.0	42.8	11.6	9.9	-0.2	-3.6	-0.9
CC(NS(=O)(=O)c1ccc(Br)cc1)C(c1cccs1)N1CCOCC1 (stereo unspecified)	6.3	4.8	3.0	-3.2	-2.9	6.4	x	3.9	-0.2
CCOC(=O)N1CCN(Cc2nc3c(c(=O)n(C)c(=O)n3C)n2Cc2ccccc2)CC1	-0.4	18.7	4.3	0.4	-7.0	11.5	1.1	-6.0	2.6
O=C(CSc1nnc(-c2ccncc2)n1-c1ccccc1)N1CCN(c2ccc(Cl)cc2)CC1	-0.5	-14.5	0.3	22.2	-6.8	x	-0.4	15.8	-0.2
CCc1cc2cc(C(=O)N3CCN(c4ccccc4)CC3)sc2s1	-1.1	15.8	5.7	-10.9	-5.4	17.0	0.9	10.7	-0.5
O=C(CCC(=O)NC1CCCCCCC1)Nc1nnc(C(F)(F)F)s1	3.8	0.8	-5.4	-1.6	-2.3	4.4	-0.4	33.1	0.4
Cc1cccc2cc(CN(Cc3ccco3)S(=O)(=O)c3ccc4c(c3)OCCO4)c(=O)[nH]c12	0.1	-22.0	20.2	-13.4	-0.4	12.3	0.0	22.1	-5.5
O=C(COC(=O)CN1C(=O)C2CCCCC2C1=O)Nc1ccc(S(=O)(=O)N2CCOCC2)cc1 (stereo unspecified)	-0.9	1.7	5.3	37.7	6.8	7.0	0.9	13.3	2.7
O=C(COC(=O)CNS(=O)(=O)c1ccc(F)c(F)c1F)Nc1ccc(OC(F)F)cc1	5.1	-7.7	19.9	32.0	22.6	3.1	0.2	11.0	0.6
CCCCOc1ccccc1N	-0.2	-14.3	-2.4	-2.2	-0.4	8.5	-0.2	-15.3	-0.7
Cc1ccc(S(=O)(=O)NCC(=O)N(CC(=O)NCC2CCCO2)CC2CCCO2)cc1 (stereo unspecified)	-3.2	-1.5	5.5	-4.7	3.0	9.0	0.2	-20.9	0.4
CN(CCc1ccccn1)C(=O)Nc1ccc(F)cc1	-1.7	5.3	3.4	-1.9	-6.0	12.8	-0.3	13.6	0.5
CCCc1cc(C(=O)NCc2ccco2)no1	4.8	-7.3	10.2	-2.7	2.6	7.8	0.2	15.4	2.3
COc1ccc([N+](=O)[O-])cc1-n1cnnn1	-0.5	10.6	6.1	-14.1	-3.8	9.4	5.2	-15.0	0.3
Cc1c(C(=O)OC2CCCC2C)[nH]c2c1C(=O)CCC2 (stereo unspecified)	3.0	26.0	7.8	0.8	1.9	3.1	0.6	29.0	0.0
CCC(C)NC(=S)N(CCc1ccccc1)Cc1cc2cc(OC)c(OC)cc2[nH]c1=O (stereo unspecified)	3.1	1.2	8.6	-23.7	2.0	6.4	0.5	27.2	4.9
CCOC(=O)CCCCC(=O)c1[nH]c(=O)[nH]c1C[n+]1ccc(C)cc1	2.2	0.2	11.5	-16.5	-0.1	6.3	0.2	11.9	-0.5
COc1ccccc1-n1c(SCC(=O)N2CCOCC2)nc2cccnc21	-0.8	14.2	3.7	-2.1	-1.7	16.2&6.7	1.1	-9.4	0.1
CC(C)(C)c1ccc(S(=O)(=O)Nc2ccc3c(c2)COC3=O)cc1	3.8	12.7	-6.6	3.3	-5.0	5.2	3.4	-4.5	3.7
COc1ccc(-n2c(SCC(N)=O)nnc2-c2ccc(NS(=O)(=O)c3ccc(C)cc3)cc2)cc1	1.3	9.4	7.8	-8.0	-9.5	4.6	0.4	20.8	0.8
CCOc1ccc(N2C(=O)C3Sc4[nH]c(=O)sc4C(/C=C/c4ccccc4)C3C2=O)cc1 (stereo unspecified)	4.9	15.7	5.8	-8.0	0.3	7.6	0.2	24.9	1.7
COc1cc(NC(=O)c2ccco2)c(OC)cc1NC(=O)Nc1ccccc1Cl	-4.6	26.9	15.3	-15.6	3.5	13.8&10.8	0.1	39.5	0.6
COc1ccc2c(c1)CCCN2C(N)=Nc1ccc(Cl)cc1	-1.7	33.6	7.2	-6.4	-2.5	7.2	-0.4	11.9	4.6
COc1ccccc1C(NC(=O)C1CCCCC1)c1c(O)ccc2ccccc12 (stereo unspecified)	3.6	10.2	24.8	8.1	19.6	6.9	0.4	55.7	1.1
N#CC1=C2SCN(Cc3ccccc3)CN2C(=O)CC1c1cccs1 (stereo unspecified)	1.3	6.6	5.4	-13.1	-3.4	21.8	0.2	43.7	-1.0
CSc1nnc(CSc2cc(C)nc(N(C)C)n2)o1	-0.8	24.4	8.8	-4.2	8.0	3.2	0.2	-37.4	3.3
c1ccc(-c2noc(CSc3nnc(Cc4cccs4)n3-c3ccccc3)n2)cc1	-1.6	-6.2	9.8	6.4	8.4	11.3	-0.1	13.6	-0.8
CCOc1ccc2c(c1)cc(CN(C(=O)CC)C1CCCCC1)c1nnnn12	0.2	-14.2	17.8	-0.1	2.7	11.9	-0.1	8.0	-2.7
c1ccc(-c2nc3c(ccc4ccccc43)[nH]2)nc1	7.2	19.5	5.3	-30.7	-1.9	10.5&13.4	0.7	-101.7	0.6
CCCn1c(=O)c2ccccc2n2c(SCC(=O)/C(C#N)=C(\C)N)nnc12	1.2	15.6	11.1	-2.7	0.2	11.7	-0.3	14.0	-0.8
CCOc1ccccc1C(=O)N/N=C/c1cccc2cccnc12	-0.1	24.6	7.8	-22.7	1.0	9.7	0.2	54.8	-6.4
COc1ccccc1N=C(C)C1=C(O)COC1=O	-0.2	7.5	19.1	-26.5	19.8	12.9	0.3	-24.6	1.5
CCOC(=O)c1c(C)[nH]c(C=Nc2ccccc2)c1O	1.2	19.2	9.7	0.4	4.7	19.6	0.1	22.4	-1.7
CCO/C=C1\C(=O)N(c2ccccc2)C(=O)c2ccccc21	-2.3	16.7	-4.6	-4.6	-9.1	10.6	1.4	-15.0	2.1
COc1cc(O)sc1C=Nc1ccc(Cl)cc1	2.8	13.4	7.1	-6.1	-1.2	2.0	3.1	3.1	-0.4

Next part; it opens with the 2 that closed the last part.
SMILES	Wee1 degr inh	PPC-1+TRAIL kill	FXIIa inh	TbHK1 inh	FXIa inh 1536	EP2 antag	L929 necroptosis	CHOP inh	TNF death inh
CCO/C=C1\C(=O)N(c2ccccc2)C(=O)c2ccccc21	-2.3	16.7	-4.6	-4.6	-9.1	10.6	1.4	-15.0	2.1
COc1cc(O)sc1C=Nc1ccc(Cl)cc1	2.8	13.4	7.1	-6.1	-1.2	2.0	3.1	3.1	-0.4
O=C(CSc1nnc(-c2ccccc2)c(-c2ccccc2)n1)NC1CCS(=O)(=O)C1 (stereo unspecified)	1.7	-24.4	10.7	-8.7	1.1	9.7	-1.0	0.5	-0.6
Cc1cccnc1NC(=O)Nc1cccs1	1.5	3.1	10.2	-3.3	-3.5	7.2	1.4	10.8	0.4
O=c1c2cnn(-c3ccccc3)c2nnn1/N=C/c1cccnc1	-2.0	10.3	13.3	-12.2	6.2	10.3	-0.5	-0.7	-3.2
CC(C)c1nc2oc3c(NCC4CCCO4)ncnc3c2c2c1CCC2 (stereo unspecified)	-0.4	11.9	5.7	-1.7	0.3	8.2	0.7	55.8	-1.2
CCCCNC(=O)Nc1cc(C)on1	2.3	12.6	-4.6	-1.4	-3.9	3.5	0.8	32.2	1.5
Cc1nn(-c2ccccc2)c2sc(C(=O)N3CCc4ccccc4C3)cc12	-0.3	4.7	11.3	5.5	3.8	6.4	7.9	2.9	4.5
CCOC(=O)c1ccc(NC(=O)C2CCN(S(=O)(=O)c3ccccc3)CC2)cc1	-1.2	x	x	3.9	x	11.1	2.5	x	0.3
O=C(Nc1ccc2c(c1)C(=O)OC2)Nc1cccc2ccccc12	-2.4	7.3	x	-10.2	-0.9	7.4	4.3	90.2*	0.9
O=C(CN1CCCCC1)Nc1cccc(Oc2ccccc2)c1	2.5	14.4	0.4	7.8	4.1	8.8	0.5	36.0	1.2
COC(=O)c1ccc(COc2ccccc2/C=C(\C#N)C(=O)Nc2ccc(C)cc2C)cc1	-1.2	13.8	11.8	-0.7	7.3	15.1	-0.2	-2.8	-1.3
COc1cccc(C2=CC(c3ccc(OC)c(OC)c3OC)n3nnnc3N2)c1 (stereo unspecified)	1.6	23.0	-5.3	-1.6	-5.8	23.6	5.5	21.7	-0.3
NS(=O)(=O)c1ccc(NC(=O)c2ccc3nccnc3c2)cc1	-1.9	-1.5	3.2	-14.7	-2.1	4.3	0.4	-16.8	4.1
O=C(N/N=C/c1ccccn1)c1cccc([N+](=O)[O-])c1	-0.5	8.8	10.2	1.8	-0.5	4.2	-1.1	13.1	-2.3
O=C(Nc1cccc(-c2nc3ccccc3o2)c1)c1cccnc1	0.7	12.1	6.0	1.5	3.1	7.5	1.4	39.2	0.9
CCC(Sc1ccc2nnc(-c3ccc(F)cc3)n2n1)C(=O)OC (stereo unspecified)	1.4	5.3	16.2	-0.7	5.2	2.9	-1.4	17.8	-1.7
CCCN=CC1=C(O)CC(c2ccccc2)CC1=O (stereo unspecified)	3.9	-0.1	9.9	3.8	4.4	11.0	0.4	6.2	0.0
COc1ccc(C2=NN(C(=O)c3cccs3)C(O)(C(F)(F)F)C2)cc1 (stereo unspecified)	-2.0	21.8	9.0	2.6	0.5	2.9	3.7	51.8	-1.8
CC1(C)Cc2cccc(Oc3ccc(S(=O)(=O)N4CCCCC4)cn3)c2O1	0.4	10.2	12.9	-5.6	1.7	3.9	3.2	-3.2	1.1
O=S(=O)(NCCSc1nnnn1-c1ccccc1)c1cccs1	0.6	8.3	7.8	-5.3	-11.4	3.4	0.1	10.3	1.9
COc1ccc(N2CCN(C(=O)CN3C(=O)c4ccccc4S3(=O)=O)CC2)cc1	1.8	22.1	1.3	3.4	-15.6	9.4	0.0	-5.3	-0.1
O=C1NC(=S)N/C1=C/c1ccc(Oc2ccc(C(F)(F)F)cc2[N+](=O)[O-])c(Cl)c1	-2.3	18.1	13.7	-19.5	7.9	5.2	0.3	-10.3	0.8
CC(C(=O)OCn1nnc2ccccc2c1=O)N1C(=O)c2ccccc2C1=O (stereo unspecified)	-1.4	19.8	12.2	-3.2	-0.8	6.1	-0.2	23.1	-2.0
CC/C(C)=C1\SC(N2CCOCC2)=NC1=O	1.9	-3.2	10.2	-5.7	-5.7	13.8	-0.2	36.4	0.3
COCCNCC(=O)NCC12CC3CC(CC(C3)C1)C2	-2.7	-9.9	-13.6	-7.5	-5.5	12.6	0.1	39.0	1.7
CCc1c(C#N)c(SCCC(=O)Nc2ccc(F)cc2)nc2c1C(=O)CC(C)(C)C2	-0.9	17.9	-4.1	8.7	-17.8	8.4	1.2	87.8*	3.8
